Screens from PubChem BioAssay.
MEX-5 binding = MEX-5 zinc finger RNA-binding disruptors – biochemical, C. elegans, fluorescence polarization, MLPCN library, primary screen | MEX-5/FITC-TCR2 RNA binding; stronger effect = lower value | 0.38% of 300,000 active | Zinc finger protein mex-5 (Caenorhabditis elegans), Q9XUB2 | activity score (negative = inhibition of binding), % at 10 µM | AID 1832, 2009;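 active = inhibition past about -25% in most replicates, and total fluorescence under double the plate's negative control median, limit read from the data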;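 also: 0% = DMSO and -100% = 5 µM competing unlabeled TCR2 RNA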
MCL1 BIM primary = inhibitors of MCL1 binding to BIM-BH3, primary screen, biochemical, fluorescence polarization. AID 2057, 2009. 0.68% of 320,000 active. Induced myeloid leukemia cell differentiation protein Mcl-1 (Homo sapiens), Q07820. inhibition, % at 10.9 µM. GST-MCL1 / FITC-Bim-BH3 fluorescence polarization;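 active = inhibition above the mean inhibition of all tested compounds plus 3 SD, set per campaign, cut at about 40% in these data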;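 also: 0% = DMSO wells and 100% = unlabeled Bim-BH3 peptide control; higher means more loss of mP so more displacement of Bim peptide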
Target sequence (Q07820 whole entry, looked up): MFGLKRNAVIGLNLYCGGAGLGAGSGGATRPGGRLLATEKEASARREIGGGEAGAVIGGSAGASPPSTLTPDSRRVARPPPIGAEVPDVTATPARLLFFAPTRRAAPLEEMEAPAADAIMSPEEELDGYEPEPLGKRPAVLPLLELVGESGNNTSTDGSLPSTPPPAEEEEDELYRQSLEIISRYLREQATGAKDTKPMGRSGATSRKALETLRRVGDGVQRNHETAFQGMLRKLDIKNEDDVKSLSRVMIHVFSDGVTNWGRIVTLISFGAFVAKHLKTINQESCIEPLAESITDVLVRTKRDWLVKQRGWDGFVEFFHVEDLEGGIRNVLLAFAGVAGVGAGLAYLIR
CR mimetic SO = reduction of superoxide in aged yeast, primary screen, HTS; S. cerevisiae aged cells, superoxide DHE fluorescence; stronger effect = lower value; superoxide response (% of plate mean), % at 10 µM; 0.18% of 330,000 active;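 active = superoxide response under a set limit, about three screen SD below normal, cut at about 65% in these data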;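 also: yeast aged for seven days with compound at 30 °C before DHE staining; 100% = average MFI of all compound-treated wells on the plate with controls excluded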
EBNA-1 inhibitor = EBNA-1 DNA-binding inhibitors, primary screen, biochemical, fluorescence polarization. inhibition, % at 14.8 µM. 0.34% of 300,000 active. AID 1950, 2009; in the data active = inhibition above about 28%
Efflux pump mplx = inhibitors of Candida efflux pumps in yeast, primary screen, S. cerevisiae, Nile Red, multiplex; S. cerevisiae Candida pump triplex; inhibition, % at 10 µM; 0.44% of 330,000 active; AID 485275, 2010;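 active = plate passing quality check with inhibition over a set limit, or well fluorescence over plate mean plus 4 SD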;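 also: Nile Red retained in pooled yeast measured as flow cytometry median fluorescence; 0% = buffer negative control and 100% = Enniatin B positive control; higher means more Nile Red kept so more efflux inhibition; some compounds called inactive have numbers as strong as hits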
Fam108B counter = mouse Fam108B serine hydrolase inhibitors, primary screen, counter-screen for RBBP9 inhibitor project, biochemical, fluorescence polarization | recombinant Fam108B, FP-Rh probe fluorescence polarization | inhibition, % at 9.51 µM | 0.33% of 300,000 active | AID 1947, 2009;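 active = inhibition above the screen mean inhibition plus 3 SD, computed separately per campaign, cut at about 18% in these data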;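 also: inhibitors lower polarization as less probe binds the enzyme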
ZTA counter = blocks Epstein-Barr virus ZTA, an EBNA-1 counter-screen; P03206; ZTA-DNA binding, fluorescence polarization; inhibition, % at 11 µM; 0.15% of 320,000 active; in the data active = inhibition above about 33%
Target sequence (P03206 whole entry, looked up): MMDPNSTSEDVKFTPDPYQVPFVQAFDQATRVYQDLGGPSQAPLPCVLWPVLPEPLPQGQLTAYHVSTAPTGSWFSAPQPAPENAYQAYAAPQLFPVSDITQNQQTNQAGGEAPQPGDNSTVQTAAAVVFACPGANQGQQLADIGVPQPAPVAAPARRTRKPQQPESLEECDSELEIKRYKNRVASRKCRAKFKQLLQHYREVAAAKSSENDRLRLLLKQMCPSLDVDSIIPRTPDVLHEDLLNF
Bcl-xL primary = inhibitors of human Bcl-xL, primary screen, biochemical, fluorescence polarization, HTS | 0.7% of 320,000 active | Bcl-2-like protein 1 (Homo sapiens), Q07817 | inhibition, % at 10.9 µM | AID 2129, 2009 | GST-Bcl-xL / FITC-Bim BH3 peptide fluorescence polarization;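 active = inhibition above the mean of all tested compounds plus 3 SD, cutoff set per campaign, cut at about 30% in these data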;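 also: 0% = DMSO wells and 100% = unlabeled Bim-BH3 peptide competitor; inhibitors lower millipolarization by displacing the labeled peptide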
Target sequence (Q07817 whole entry, looked up): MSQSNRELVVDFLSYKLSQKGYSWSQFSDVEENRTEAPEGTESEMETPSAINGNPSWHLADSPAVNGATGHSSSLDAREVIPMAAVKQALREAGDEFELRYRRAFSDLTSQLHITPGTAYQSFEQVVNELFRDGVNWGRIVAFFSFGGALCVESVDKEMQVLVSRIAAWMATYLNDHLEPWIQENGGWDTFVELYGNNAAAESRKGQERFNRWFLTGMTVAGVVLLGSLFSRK
GLD-1 TGE inh = GLD-1/TGE RNA complex disruptors, primary screen, biochemical, fluorescence polarization. Female germline-specific tumor suppressor gld-1 (Caenorhabditis elegans), Q17339. purified GLD-1 + fluorescein TGE RNA. inhibition, % at 5.96 µM. 0.44% of 320,000 active. AID 2280, 2010;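 active = percent inhibition above a per-plate cutoff, the plate mean of test compounds plus 3 SD, cut at about 30% in these data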;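 also: 0% = DMSO wells with GLD-1 and probe and 100% = wells lacking GLD-1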
* marks the source's active call; other numbers are inactive results; i = inactive; · = no result given. Compounds were not picked by outcome. About 2.3% of those tested had a hit in this group.

cpd	Molecule	MEX-5 binding	MCL1 BIM primary	CR mimetic SO	EBNA-1 inhibitor	Efflux pump mplx	Fam108B counter	ZTA counter	Bcl-xL primary	GLD-1 TGE inh
1	COc1ccc(NC(=O)CC2C(=O)N(c3ccc(Cl)cc3)C(=S)N2CCc2ccncc2)cc1 (stereo not given)	0.8	-3	98	3	-0.1	1	-5	0	3
2	COc1ccc(CCNC(=O)C2CCC(=O)N(C3CCCCCC3)C2)cc1 (stereo not given)	-0.1	-1	100	-11	0.2	-1	0	8	1
3	CC(C)OC(=O)c1cc2c(ccn2C)n1CC(=O)N(Cc1ccccc1)c1ccccc1	-0.8	9	108	12	-0.1	1	6	6	27
4	COc1ccc(NC(=O)/C(=C/c2ccc(OC(C)=O)c(OC)c2)NC(C)=O)cc1	-6.1	1	94	-2	0.2	4	-1	5	-7
5	O=C(Cn1cnc2sc3c(c2c1=O)CCCC3)NCC(=O)Nc1c(F)cccc1F	-0.8	3	111	4	0.1	1	-10	1	7
6	O=C(c1cccs1)N1CCN=C1SCc1ccccc1F	·	1	87	12	-0.1	1	8	1	8
7	CCOC(=O)CN(c1cc([N+](=O)[O-])ccc1OC)S(C)(=O)=O	1.9	6	99	-3	-0.1	-2	-19	2	5
8	CCCn1c(O)c(N=NC(=O)CNC(=O)Cc2ccc(OC)cc2)c2ccccc21	-1.9	-4	84	-8	0.8	-3	2	8	1
9	CC(=O)Oc1ccccc1/C=C/c1ccc2ccccc2[n+]1C	-1.4	-17	98	-1	0.0	1	3	-15	1
10	COc1ccc([N+](=O)[O-])cc1NC(=O)CCSCCc1ccccn1	1.3	-4	100	8	0.0	-1	4	0	2
11	Cc1ccc(NC(=S)N(C)N)cc1Cl	-0.7	6	102	1	-0.1	1	-23	2	4
12	O=C(NCC1CCCO1)c1cc(C(=O)c2ccc(Cl)cc2Cl)c[nH]1 (stereo not given)	3.5	-1	101	-18	0.2	-1	0	4	-10
13	COc1ccc(NC(=O)/C=C/c2cc(Br)ccc2OC)cc1	-0.7	2	103	-5	0.1	2	-15	3	-11
14	Cn1nccc1C(=O)N1CCCC(C(=O)c2cccc3ccccc23)C1 (stereo not given)	0.2	5	108	40*	0.3	-1	-5	0	0
15	CCOC(=O)NC(=O)CN1C(=O)NC(C)(c2ccccc2)C1=O (stereo not given)	-1.2	5	111	11	0.0	6	12	7	-2
16	Cn1c(Cn2c(=O)sc3ccccc32)nnc1SCC(=O)Nc1cccc(F)c1	·	3	115	-5	0.2	3	12	4	6
17	O=C(O)c1ccc(NS(=O)(=O)c2ccc(NC(=O)c3ccccc3Cl)cc2)cc1	-1.0	8	101	7	-0.1	-3	10	7	-6
18	Cc1cc(=O)n2[nH]cc(C(=O)O)c2n1	-1.4	2	83	8	0.1	-1	13	-4	-1
19	COC(=O)Cc1c(C)nc2nc(-c3ccco3)[nH]n2c1=O	-2.1	-1	88	5	-0.1	-5	3	-2	5
20	CCN(CC)CCCNC(=O)c1ccc(S(=O)(=O)Nc2ccc(C)c(C)c2)cc1	·	13	87	·	-0.1	·	0	8	2
21	CC1CCN(CCc2nc3cc(NC(=O)COc4ccc([N+](=O)[O-])cc4)ccc3n2C)CC1	0.5	-5	136	-12	0.0	-4	2	-1	-4
22	CC1c2c([nH]c3ccccc23)CCC1C(=O)O (stereo not given)	-0.7	12	97	1	0.1	-4	3	6	0
23	CC1(C)C2CC=C(/C=N/NC(=O)c3ccc(O)cc3)C1C2 (stereo not given)	1.4	6	111	-12	0.0	0	-26	-6	7
24	COc1ccc(NC(=O)CN(C)C(=O)CNC(=O)C2CCCCC2)cc1	-2.3	-3	98	-1	0.5	2	18	5	0
25	COc1ccc(-c2cc(C(F)F)n3ncc(C(=O)N4CCN(C)CC4)c3n2)cc1	0.3	1	103	-1	0.1	2	-22	0	5
26	O=C(CCC(=O)Nc1ccccc1Cl)N/N=C/c1ccccc1	-0.6	-1	101	6	-0.1	-1	-5	1	-5
27	O=C(Nc1ccc(F)cc1F)N1CCN(C/C=C/c2ccccc2)CC1	3.7	5	95	-13	0.0	1	-6	2	2
28	COc1ccc(C(=O)CSc2nc3[nH]ncc3c(=O)[nH]2)cc1	-1.5	9	100	-3	-0.1	0	-16	2	3
29	Cc1ccnc(NC(=O)c2ccc([N+](=O)[O-])o2)c1	-2.0	16	116	-5	-0.1	-2	10	12	6
30	CCC(=O)Nc1c2c(nn1-c1ccc(OC)cc1)CS(=O)C2 (stereo not given)	-0.3	-7	102	6	-0.1	2	3	-1	-3
31	Cc1ccc(NC(=S)NC(=O)c2ccc(-c3ccccc3)cc2)cc1	3.4	5	97	1	0.4	-2	1	2	-3
32	CCC(C)(C)NC(=O)CN(C(=O)C(=O)Nc1ccc2c(c1)OCCO2)C1CC1	0.8	1	103	-2	-0.9	1	1	-4	3
33	COc1ccc(CNC(=S)Nc2cc(OC)ccc2OC)cc1	1.7	-1	107	-7	-0.1	4	-5	-2	-2
34	CC(C)c1ccc(OCCCN2CCCC2)cc1	1.0	-6	112	0	0.0	-3	4	-1	-2
35	COC(=O)c1sc2nc(CN3CCN(c4ccc(OC)cc4)CC3)[nH]c(=O)c2c1C	2.0	-2	78	9	-0.4	9	-4	2	0
36	COc1cc2nc(NC(=O)c3ccco3)sc(=O)c2cc1OC	-0.6	3	102	1	-0.1	1	17	3	5
37	COc1ccc(OC)c(C(=O)NC(CC(N)=O)c2ccc(N3CCC(Cc4ccccc4)CC3)c([N+](=O)[O-])c2)c1 (stereo not given)	-0.8	10	103	-3	0.3	2	-1	2	-4
38	CCOc1ccc(NC(=S)NCc2ccc3c(c2)OCO3)cc1	0.7	10	119	8	-0.1	-11	2	2	2
39	CCCC(NC(=O)C(C)N1CCN(S(=O)(=O)c2ccccc2)CC1)c1ccccc1 (stereo not given)	·	-3	86	·	-0.2	·	-3	2	-4
40	COC(=O)CCCCCNC(=S)Nc1ccc2[nH]c(=O)[nH]c2c1	-0.2	10	111	4	0.0	7	-2	4	-12
41	CC(=O)c1ccc(S(=O)(=O)Nc2cccc(-n3cnnn3)c2)cc1	-1.4	24	95	-3	0.0	3	-11	8	4
42	CCOC(=O)C(NC(=O)Nc1ccc(O)cc1)(c1ccccc1)C(F)(F)F (stereo not given)	-5.7	3	109	-1	0.9	0	8	7	6
43	C=CCN1CCN(C(CC(C)C)c2nnnn2CCOC)CC1 (stereo not given)	-6.0	-8	91	-3	0.0	0	14	10	-1
44	CCOC(=O)c1cc(NC(=O)C2C3CCC(O3)C2C(=O)O)cc(C(=O)OCC)c1 (stereo not given)	1.2	6	113	-2	0.4	5	10	4	1
45	COc1cccc(C(=O)n2cnnc2N)c1OC	-1.0	2	88	-2	-0.1	-1	6	3	5
46	CCOC(=O)CNC(=O)CSc1nc(-c2ccc(C)cc2)ns1	-3.2	-1	93	-4	-0.1	7	-7	-2	0
47	COC(=O)COc1cccc(-n2cnnn2)c1	-0.5	6	93	-6	0.2	0	-8	2	1
48	COc1cc2cc(CN(CCO)S(=O)(=O)c3ccccc3)c(=O)[nH]c2cc1OC	-0.3	6	106	-5	-0.1	1	16	2	-2
49	CCSS(=O)(=O)c1cccc2cccnc12	2.9	-75	i	5	0.0	-1	-12	-53	8
50	CCN(CC)Cc1c(O)ccc2c(=O)c(-c3ccccc3OC)coc12	-0.3	-9	107	-17	0.1	0	1	4	3
51	O=C(CSc1n[nH]c(=O)n1-c1ccc2c(c1)OCCO2)Nc1ccccc1	0.2	0	113	-3	0.1	4	14	2	-6
52	Cc1ccc2c(CNCc3ccco3)cc(=O)oc2c1	-1.1	-4	86	9	-0.2	-1	13	-3	5
53	CCCn1c(SCC(=O)Nc2ccccc2N2CCOCC2)nc2c1c(=O)n(C)c(=O)n2C	-1.2	0	103	1	0.0	2	-12	2	2
54	CCN(Cc1ccc(OC)c(COC)c1)CC1CCCN(CCc2cccc(F)c2)C1 (stereo not given)	3.0	3	90	-3	0.1	1	2	-2	4
55	CCn1c(Cc2ccc(OC)cc2)nnc1SCc1nc2ccccc2c(=O)[nH]1	-0.3	-7	92	2	-0.2	0	-5	-2	-6
56	Cc1ccc(NC(=O)CSc2nnc(-c3cccs3)o2)cc1S(=O)(=O)N(C)C	-4.7	9	96	3	0.0	-4	-23	1	7
57	Cc1cc2cc(CNC(=O)c3ccc(Br)o3)ccc2n1C	0.7	36	98	7	0.2	3	4	29	38*
58	CN(C(=O)CN(C)S(=O)(=O)c1ccc(F)cc1)c1c(N)n(Cc2ccccc2)c(=O)[nH]c1=O	-1.1	-7	98	1	0.2	-1	7	-6	-4
59	CC(=O)N1CCc2cc(S(=O)(=O)CCC(=O)N3CCN(c4ccccc4F)CC3)ccc21	-1.1	7	145	-4	0.0	1	-23	-1	-1
60	O=C(c1cc(N2CCCCC2)nc2ccccc12)N1CCOCC1	0.9	-5	82	3	-0.2	-2	6	4	-5
61	Cc1ccc(NC(=S)NC(=O)c2cncc(Br)c2)c(C)c1	1.5	2	100	-4	-0.2	1	-8	1	3
